SMN2 splice enh = increases expression of the SMN2 splice variant. AID 1458. actives 2.8% (n = 210,000). HEK293 SMN2-luciferase splicing reporter, luminescence, 30-36 h. Potency, µM (titrated, usually from 46.1 µM), for inactives: at the highest dose activity change, positive = activation, usual class: activators; also: % of control where 0% means no effect; nearly all actives have a fitted effect of over 55% in size
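HEK293 cells carry an SMN2 minigene-luciferase reporter in which exon 7 inclusion puts luciferase in frame. Cells were seeded at 2000 cells/well, attached for 10-12 hours, then exposed to compounds for 30-36 hours at 37C before ONE-Glo luminescence.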
GAA spleen mod = lysosomal alpha-glucosidase (human) modulation; P10253; human spleen homogenate, 4-MU-alpha-glucoside fluorescence; Potency, µM (titrated, usually from 79.9 µM), without a hit: at the highest dose activity change, negative = inhibition, most hits filed as inhibitors; actives 0.006% (n = 240,000); AID 2112;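 also: 0% = enzyme with vehicle and -100% = no enzyme basal signal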
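Human spleen homogenate (1 ug) with 4-methylumbelliferyl-alpha-D-glucopyranoside (1 mM final) in 50 mM citrate/phosphate pH 5.0, 0.01% Tween-20; 40 min at 37 C. Stopped at pH 10; 4-MU fluorescence Ex 365/Em 440 nm; AC50 by Hill fit.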
ALDH1A1 block = blocks purified human ALDH1A1 activity | Potency, µM (top dose mostly 75.3 µM), for the others: at the highest dose activity, negative = inhibition, hits mostly inhibitors | Purified ALDH1A1, NADH fluorescence, propionaldehyde substrate | actives 7.3% (n = 220,000) | P00352; active = well fitted inhibition curve with a large enough effect, not every such curve was filed as active; inconclusive = small, poorly fitted or top-dose-only effect, or another doubt; inactive = no such curve, though single readings can be large or run the other way;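 also: plate controls were no enzyme wells and a reference inhibitor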
Target sequence (P00352 whole entry, looked up): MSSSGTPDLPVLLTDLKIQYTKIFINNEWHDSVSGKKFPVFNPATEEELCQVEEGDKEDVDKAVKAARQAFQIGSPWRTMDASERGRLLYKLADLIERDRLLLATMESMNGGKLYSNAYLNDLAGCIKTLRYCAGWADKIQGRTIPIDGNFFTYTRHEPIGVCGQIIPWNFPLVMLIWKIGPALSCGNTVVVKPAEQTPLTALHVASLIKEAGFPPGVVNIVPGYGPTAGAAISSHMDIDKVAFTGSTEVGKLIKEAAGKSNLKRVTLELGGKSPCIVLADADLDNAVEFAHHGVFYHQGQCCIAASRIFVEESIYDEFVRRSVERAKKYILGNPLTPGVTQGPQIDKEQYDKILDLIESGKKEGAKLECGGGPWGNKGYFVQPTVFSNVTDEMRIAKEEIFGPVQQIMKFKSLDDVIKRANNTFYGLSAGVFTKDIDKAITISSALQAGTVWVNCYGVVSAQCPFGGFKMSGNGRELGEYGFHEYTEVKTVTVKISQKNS
KDM4E inh = inhibitors of human JMJD2E histone demethylase. B2RXH2. Potency, µM (highest dose often 57.1 µM), for inactives: at the highest dose activity change, negative = inhibition, usual class: inhibitors. actives 1.6% (n = 230,000). AID 2147. JMJD2E catalytic domain, FDH-coupled NADH fluorescence (FDH is formaldehyde dehydrogenase); active = well fitted inhibition curve with a large enough effect, not every such curve was filed as active; inconclusive = small, poorly fitted or top-dose-only effect, or another doubt; inactive = no such curve, though single readings can be large or run the other way;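 also: 0% = wells with enzyme and -100% = buffer wells without enzyme; nearly all actives have a fitted effect of over 50% in size; many of its hits are not listed in these tables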
GLA spleen mod = alpha-galactosidase A (human) modulation; Potency, µM (series often up to 80 µM), inactives show top-dose activity change, negative = inhibition, most hits filed as inhibitors; P06280; human spleen homogenate, 4MU-alpha-Gal fluorescence, 40 min; actives 0.008% (n = 240,000);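 also: 0% = enzyme with vehicle and -100% = no enzyme basal signal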
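Human spleen homogenate (1 ug) as enzyme source, 4-methylumbelliferyl-alpha-D-galactopyranoside 1 mM final, citrate/phosphate pH 5.0 with 0.01% Tween-20. Compounds 40 min at 37C, NaOH/glycine stop; fluorescence Ex 365/Em 440, Hill-fit AC50.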
GoLoco inh red = blocks human Gai1 binding to RGS12 GoLoco peptide, red readout; P63096; Gai1:RGS12 GoLoco peptide FP, rhodamine, 10 min; Potency, µM (top dose mostly 61.6 µM), for inactives: at the top dose activity, negative = inhibition, usual class: inhibitors; actives 0.44% (n = 230,000); AID 880; active = well fitted inhibition curve with a large enough effect, not every such curve was filed as active; inactive = no such curve, though single readings can be large or run the other way; also: % is scaled to controls: 0 for no effect and ±100 for the full control effect; nearly all actives have a fitted effect of over 30% in size; many of its hits are not listed in these tables
Target sequence (P63096 whole entry, looked up): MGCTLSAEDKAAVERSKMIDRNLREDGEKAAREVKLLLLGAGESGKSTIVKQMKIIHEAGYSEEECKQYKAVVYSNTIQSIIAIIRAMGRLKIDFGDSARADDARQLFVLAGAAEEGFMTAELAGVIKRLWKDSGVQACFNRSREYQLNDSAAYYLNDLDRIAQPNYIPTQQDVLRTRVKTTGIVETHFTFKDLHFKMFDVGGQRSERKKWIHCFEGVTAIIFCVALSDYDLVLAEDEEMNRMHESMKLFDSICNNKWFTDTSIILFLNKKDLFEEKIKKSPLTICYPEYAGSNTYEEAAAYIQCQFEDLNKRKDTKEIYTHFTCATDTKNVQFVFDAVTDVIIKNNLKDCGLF
GAA glycogen mod = GAA glycogen-cleavage inhibition or activation; P10253; recombinant GAA, glycogen substrate, Amplex Red glucose oxidase fluorescence; Potency, µM (highest dose often 76.4 µM), without a hit: top-dose activity change, negative = inhibition, most hits filed as inhibitors; actives 0.38% (n = 300,000);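 also: 0% = full enzyme reaction and -100% = no-enzyme basal signal; the screen sought inhibitors and activators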
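qHTS, 1536-well; enzyme 4 nM final; cpd up to 77 uM; substrate bovine liver glycogen 30 ug; 50 mM citrate/phosphate pH 5.0, 0.01% Tween-20; 37 C, 40 min; Amplex Red detection 45 min RT; Hill fit → AC50.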
GAA inhib = alpha-glucosidase (human) inhibition; P10253; purified human GAA, 4-MU-alpha-glucoside fluorescence; Potency, µM (highest dose often 76.9 µM), for the others: at the top dose activity change, negative = inhibition, usual class: inhibitors; actives 0.005% (n = 200,000); AID 1466;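 also: plate controls were uninhibited enzyme wells for no effect and no-enzyme background for full effect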
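qHTS format, compound range up to 77 uM. Human lysosomal enzyme at 4 nM, 400 uM 4-MU glucoside substrate, pH 5.0, 20 min room temperature; fluorescence after alkaline stop gives activity normalized to controls.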
* marks the source's active call; other numbers are inactive results; ? = inconclusive; / = no result given; [ ] = dose if it differs, or a comment. Unless noted, calls follow the shape of the dose curve; as a rule, active = well fitted curve in the direction sought with a large enough effect; inconclusive = small, poorly fitted or top-dose-only effect, or another doubt; inactive = no such curve, though single readings can be large; an effect the other way counts as inactive or inconclusive. Potency is read from the fitted curve at half-maximal effect.

#1 Cc1ccc(CNc2ccc(N3C(=O)CC(C)C3=O)cc2[N+](=O)[O-])cc1 (stereo not given)
#2 O=C(NC1=NCCS1)c1ccc(-c2ccc(Cl)cc2)o1
#3 COCC(=O)n1nc(-c2ccccc2)nc1NCc1ccccc1
#4 N=C1C(c2ccccc2)=C(O)CN1c1cccc(S(=O)(=O)Nc2cccc(C(F)(F)F)c2)c1
#5 O=C(Nc1ccc(F)cc1)NC1(C(=O)NCc2cccs2)CCCCC1
#6 C=CCn1c(SCC(=O)c2ccc(Br)cc2)nnc1C(CC(C)C)NC(=O)c1cccs1 (stereo not given)
#7 CCc1ccc2c(c1)c1nc(C)sc1n2CC(=O)OC
#8 Cc1nc2ccccc2c(=O)n1/N=C/c1ccccc1

compound no.,1,2,3,4,5,6,7,8
SMN2 splice enh,-13%,13µM*,?,4%,16%,-4%,-13%,4%
GAA spleen mod,2%,5%,10%,4%,-7%,1%,2%,-7%
ALDH1A1 block,?,?,4%,2%,0%,?,-2%,0%
KDM4E inh,-3%,?,81%,-1%,1%,-9%,0%,4%
GLA spleen mod,4%,21%,5%,5%,3%,1%,2%,-3%
GoLoco inh red,8%,-5%,2%,4%,-5%,5%,-12%,5%
GAA glycogen mod,-4%,-2%,-5%,-2%,8%,0%,-1%,6%
GAA inhib,0%,11%,-8%,4%,0%,-6%,?,-5%

#9 Cc1ccc(OCc2cnc(Cl)s2)c(C)c1
#10 N/C(=N\OC(=O)COc1ccc(Br)cc1)c1ccncc1
#11 COc1cc(CCC(O)CC(=O)CCc2ccccc2)ccc1O (stereo not given)
#12 O=C(COc1ccc(Cl)cc1Cl)Nc1ccc(Cl)cn1
#13 Cn1c(=O)[nH]c(=O)c2c1nc(SCCN1CCCCC1)n2Cc1ccccc1
#14 COc1cccc(OC)c1C(=O)N1CCN(Cc2ccccc2C(F)(F)F)CC1
#15 CC1=C(C#N)C(C)C2=C(CC(C)(C)CC2=O)N1 (stereo not given)
#16 Cc1ccc(S(=O)(=O)c2c(N)n(CCCO)c3nc4ccccc4nc23)cc1

compound no.,9,10,11,12,13,14,15,16
SMN2 splice enh,0%,?,/,11µM*,-9%,-2%,0%,2%
GAA spleen mod,1%,-7%,-4%,0%,3%,1%,-3%,?
ALDH1A1 block,-4%,7%,0%,15%,?,-7%,?,?
KDM4E inh,-1%,3%,-2%,3%,5%,?,4%,?
GLA spleen mod,-3%,3%,3%,6%,2%,0%,-7%,?
GoLoco inh red,-7%,2%,-2%,3%,1%,-9%,-4%,13%
GAA glycogen mod,8%,0%,25µM*,-7%,6%,3%,-7%,-19%
GAA inhib,12%,?,/,-9%,-11%,8%,1%,?

#17 O=C(O)c1cnc(-c2ccccc2)nc1-c1ccccc1
#18 COc1ccc(Cn2nnnc2C(c2cccs2)N2CCN(c3ccc([N+](=O)[O-])cc3)CC2)cc1 (stereo not given)
#19 COC(=O)Cn1cc(C(=O)c2cccs2)c2ccccc21
#20 COc1ccc2c(=O)c(OC)c(-c3ccccc3)oc2c1
#21 CCOc1ccc(NC(=O)CCNS(=O)(=O)c2ccc(Br)s2)cc1
#22 O=C(NCc1ccc2c(c1)OCO2)c1ccc(N2CCCC2=O)cc1
#23 COC(=O)c1c[nH]n2c(=O)c(Cc3ccc(F)cc3Cl)c(C)nc12
#24 COc1ccccc1NS(=O)(=O)c1cc([N+](=O)[O-])ccc1N/N=C/c1c[nH]c2ccccc12

compound no.,17,18,19,20,21,22,23,24
SMN2 splice enh,-13%,-46%[inhibitor],9%,-20%,13%,-9%,-5%,-30%
GAA spleen mod,1%,2%,-15%,-5%,3%,-5%,4%,-6%
ALDH1A1 block,6%,?,-3%,?,5%,5%,?,?
KDM4E inh,1%,3%,12%,?,-8%,-4%,1%,1%
GLA spleen mod,-5%,1%,7%,0%,7%,-3%,10%,?
GoLoco inh red,6%,1%,4%,4%,18%,9%,-4%,154%[activator]
GAA glycogen mod,2%,-3%,-1%,/,6%,1%,-11%,?
GAA inhib,1%,-9%,-2%,/,-8%,6%,1%,5%

#25 COc1ccccc1-c1nc(NCCNC(C)=O)c2ccccc2n1
#26 Cc1cccn2c(CNCC(C)Oc3cccnc3)c(C(=O)N3CCOCC3)nc12 (stereo not given)
#27 CC(=O)c1cccc(S(=O)(=O)N2CCC(C(=O)O)CC2)c1
#28 O=c1[nH]nc(SCCS(=O)(=O)c2ccc(F)cc2)n1-c1ccccc1C(F)(F)F
#29 Cn1nnnc1SCc1ccc(C(=O)Nc2ccccc2F)cc1
#30 CCN(CC)CCNC(=S)NC(=O)c1cn(-c2ccccc2)nc1-c1ccc(OC)cc1
#31 COc1ccc2cccc(N3CCN(CCNC(=O)c4ccc(F)cc4)CC3)c2c1
#32 O=C(O)COc1ccc(C(=O)Cc2ccc3c(c2)OCCCO3)c(O)c1

compound no.,25,26,27,28,29,30,31,32
SMN2 splice enh,-3%,/,7%,/,2%,/,/,-22%
GAA spleen mod,9%,5%,-9%,-7%,-1%,4%,-11%,-2%
ALDH1A1 block,?,/,?,/,?,2%,?,22µM*
KDM4E inh,?,-2%,2%,-5%,5%,2%,?,-7%
GLA spleen mod,-2%,-2%,-2%,-3%,-4%,0%,7%,-1%
GoLoco inh red,-2%,-2%,1%,-10%,9%,0%,-2%,-5%
GAA glycogen mod,/,3%,1%,0%,-2%,-5%,/,3%
GAA inhib,/,/,4%,/,5%,-4%,/,-2%

Compounds from the list above containing a COOH group:
#17 O=C(O)c1cnc(-c2ccccc2)nc1-c1ccccc1
#27 CC(=O)c1cccc(S(=O)(=O)N2CCC(C(=O)O)CC2)c1
#32 O=C(O)COc1ccc(C(=O)Cc2ccc3c(c2)OCCCO3)c(O)c1

compound no.,17,27,32
SMN2 splice enh,-13%,7%,-22%
GAA spleen mod,1%,-9%,-2%
ALDH1A1 block,6%,?,22µM*
KDM4E inh,1%,2%,-7%
GLA spleen mod,-5%,-2%,-1%
GoLoco inh red,6%,1%,-5%
GAA glycogen mod,2%,1%,3%
GAA inhib,1%,4%,-2%

Following part.
#33 Cc1scc(C(=O)NNC(=O)CCC(=O)O)c1C
#34 CCc1ccccc1NC(=S)N(Cc1cccs1)C1CCCC1
#35 Cc1ccc(C)c(NC(=O)CSc2nc3ccc(N4C(=O)c5ccccc5C4=O)cc3s2)c1
#36 CCc1c(-c2n[nH]c(=S)n2Cc2ccccc2)csc1C
#37 Cc1cccc(N2CCN(C(c3ccccc3)c3nnnn3CC3CCCO3)CC2)c1C (stereo not given)
#38 CCn1c(Cc2ccccc2)n[nH]c1=S
#39 CCOc1ccc2c(c1)-c1c(ssc1=S)C(C)(C)N2
#40 O=C(c1cccnc1)N1CCN(S(=O)(=O)c2ccc(Cl)cc2)CC1

compound no.,33,34,35,36,37,38,39,40
SMN2 splice enh,/,-1%,1%[1.84 µM],-26%,-18%,/,-8%,1%
GAA spleen mod,-14%,-6%,1%,5%,-14%,-1%,?,-7%
ALDH1A1 block,6%,-2%,?,10µM*,4%,/,?,2%
KDM4E inh,9%,-9%,-10%,3%,4%,-4%,-3%,2%
GLA spleen mod,0%,-7%,-4%,4%,-23%,4%,-10%,4%
GoLoco inh red,11%,3%,-11%,11%,-1%,-1%,10%,-4%
GAA glycogen mod,17%,-14%,9%,?,-6%,-2%,20µM*,-5%
GAA inhib,2%,-2%,-12%,-3%,-13%,/,-3%,4%

The final 2 compounds of the part before lead into the next:
#39 CCOc1ccc2c(c1)-c1c(ssc1=S)C(C)(C)N2
#40 O=C(c1cccnc1)N1CCN(S(=O)(=O)c2ccc(Cl)cc2)CC1
#41 Cc1ccccc1NC(=S)N(Cc1ccccc1)Cc1cccnc1
#42 Cc1sc2ncnc(NCc3cccs3)c2c1C
#43 COc1ccc2cc(C#N)c(SCC(=O)N3CCCC3)nc2c1
#44 CCOc1ccccc1NC(=O)Nc1cnccn1
#45 CCc1ccc(NC(=O)C(=O)NCCN2CCN(C(=O)c3ccco3)CC2)cc1
#46 CCCNC(=O)CN1C(=O)NC(CCSC)C1=O (stereo not given)
#47 Cc1nc2sc(C(c3cccc(F)c3)N3CCOCC3)c(O)n2n1 (stereo not given)
#48 COc1ccc(OC)c(NC(=O)C(=O)NCc2ccncc2)c1

compound no.,39,40,41,42,43,44,45,46,47,48
SMN2 splice enh,-8%,1%,5%,-34%[inhibitor],19%,-3%,-55%[inhibitor],/,7%,-9%[1.84 µM]
GAA spleen mod,?,-7%,6%,-2%,-3%,9%,-4%,3%,6%,-16%
ALDH1A1 block,?,2%,6%,-6%,?,13%,22µM*,/,8%,22%
KDM4E inh,-3%,2%,-3%,1%,?,?,-3%,-4%,14%,12%
GLA spleen mod,-10%,4%,8%,11%,1%,5%,-2%,13%,1%,5%
GoLoco inh red,10%,-4%,8%,0%,6%,1%,18%,-2%,4%,-9%
GAA glycogen mod,20µM*,-5%,1%,3%,1%,8%,-1%,3%,4%,-5%
GAA inhib,-3%,4%,0%,-8%,1%,-4%,-1%,/,-3%,-2%

#49 CCOC(=O)c1[nH]c2ccccc2c1NC(=O)C(CC)CC
#50 CC1Cc2ccccc2N1C(=O)Cc1cccs1 (stereo not given)
#51 COc1ccc(C2=NO[C@@H]3[C@@H]4C[C@@H]([C@H]5C(=O)N(c6ccc7c(c6)OCO7)C(=O)[C@@H]45)[C@H]23)cc1OC
#52 CCN(CC)Cc1ccc(OC)c(Cl)c1
#53 COc1ccc(/C=C/C(=O)OCC(=O)c2c(C)[nH]c3ccccc23)cc1OC
#54 Cc1ccc(-n2c(SCC(=O)Nc3ccc4cn[nH]c4c3)nnc2-c2ccco2)cc1
#55 CCC(=O)Nc1ccc(/C(C)=N/NC(=O)c2c(-c3ccccc3Cl)noc2C)cc1

compound no.,49,50,51,52,53,54,55
SMN2 splice enh,-1%,20%,-14%,/,-4%,-21%,/
GAA spleen mod,-1%,-6%,9%,-1%,-1%,1%,-11%
ALDH1A1 block,2%,-13%,?,/,?,-4%,?
KDM4E inh,?,-1%,?,2%,?,5%,-4%
GLA spleen mod,0%,-4%,10%,2%,0%,7%,-3%
GoLoco inh red,5%,2%,3%,4%,19%,-6%,17%
GAA glycogen mod,-2%,-2%,-1%,5%,-9%,-7%,-3%
GAA inhib,2%[15.4 µM],-4%,-3%,/,-5%,-11%,4%

Screens deposited in PubChem BioAssay by National Center for Advancing Translational Sciences (NCATS).

An excerpt; the hit share may differ from the screen's.
